Screening results as filed in PubChem BioAssay.
TRHR PAM = TRH receptor (human) allosteric enhancement; P34981; 360,000 tested, 0.66% active; TRHR cells, fluo-8 calcium fluorescence, EC20 TRH enhancement; enhancement, % at 2 µM; AID 493056; in the data active means enhancement above about 30%; further: 0% is about no effect
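Enhancer read-out: after compound pinning and an initial kinetic agonist-mode read, an EC20 of TRH (10 nM final) was injected and fluo-8 calcium signal (Ex 480/Em 530) followed at 1 s/cycle for 100 cycles in TRHR-expressing cells.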
D2 potentiator = positively modulates the human D2 dopamine receptor allosterically. P14416. HEK293 T-REx D2, calcium flux, EC20 dopamine potentiation. potentiation, % at 10 µM. 340,000 tested, 0.34% active. AID 485347;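 active means potentiation over 3 SD above the plate norm, cut at about 30% in these data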; further: 0% is about no effect
Target sequence (P14416 whole entry, looked up): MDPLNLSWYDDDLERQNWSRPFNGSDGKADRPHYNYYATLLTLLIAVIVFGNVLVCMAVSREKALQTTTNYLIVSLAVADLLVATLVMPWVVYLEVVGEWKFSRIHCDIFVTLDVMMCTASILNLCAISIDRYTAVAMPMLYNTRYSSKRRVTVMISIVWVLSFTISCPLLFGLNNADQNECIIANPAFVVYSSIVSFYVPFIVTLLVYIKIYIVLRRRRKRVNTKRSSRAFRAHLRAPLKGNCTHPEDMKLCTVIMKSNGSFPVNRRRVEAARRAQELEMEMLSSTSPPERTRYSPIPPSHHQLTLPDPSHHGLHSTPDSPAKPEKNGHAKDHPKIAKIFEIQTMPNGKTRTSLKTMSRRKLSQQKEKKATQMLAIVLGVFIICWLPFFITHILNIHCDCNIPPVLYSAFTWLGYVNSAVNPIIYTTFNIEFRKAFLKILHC
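Tetracycline-induced Hek293 Trex D2 cells, force-coupled to calcium, loaded with no-wash calcium dye. Compound added with 180 s kinetic read for agonism, then EC20 dopamine and a further 180 s read for potentiation.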
RXFP1 antag = antagonists of human relaxin receptor RXFP1; 350,000 tested, 0.59% active; activity change, negative = inhibition, % at 57.5 µM; Q9HBX9; HEK293-RXFP1, relaxin-stimulated cAMP HTRF, 30 min; hits give low values;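 active means activity change of -60% or lower, but not beyond a set lower limit; inconclusive means change between -60% and -40%, or beyond the set limit; inactive means change above -40%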; further: on the % scale 0 is the no-effect control and ±100 the full control effect
RXFP1 agonist = agonists of human relaxin receptor RXFP1; Q9HBX9; HEK293T-RXFP1 cAMP TR-FRET, 30 min; response scale: percent of porcine relaxin response, buffer zero; Potency, µM (series often up to 57.5 µM), for inactives: at the top dose activation, most hits filed as activators; 370,000 tested, 0.3% active; further: potency means the concentration at half of the fitted maximal effect; on the % scale 0 is the no-effect control and ±100 the full control effect; nearly all actives have a fitted effect of over 60% in size; many of its hits are not listed in these tables
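Agonist response is measured as cAMP accumulation in an RXFP1-transfected HEK293T line under PDE4 inhibition. Values are scaled between buffer-only and 29 nM porcine relaxin, and EC50s come from standard Hill equation fits.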
D1 ag = agonists of human D1 dopamine receptor; 360,000 tested, 1% active; P21728; HEK293 T-REx D1 cells, calcium flux, agonist mode; activation, % at 2 µM; AID 504660; in the data active means activation above about 30%; further: 0% is about no effect
Target sequence (P21728 whole entry, looked up): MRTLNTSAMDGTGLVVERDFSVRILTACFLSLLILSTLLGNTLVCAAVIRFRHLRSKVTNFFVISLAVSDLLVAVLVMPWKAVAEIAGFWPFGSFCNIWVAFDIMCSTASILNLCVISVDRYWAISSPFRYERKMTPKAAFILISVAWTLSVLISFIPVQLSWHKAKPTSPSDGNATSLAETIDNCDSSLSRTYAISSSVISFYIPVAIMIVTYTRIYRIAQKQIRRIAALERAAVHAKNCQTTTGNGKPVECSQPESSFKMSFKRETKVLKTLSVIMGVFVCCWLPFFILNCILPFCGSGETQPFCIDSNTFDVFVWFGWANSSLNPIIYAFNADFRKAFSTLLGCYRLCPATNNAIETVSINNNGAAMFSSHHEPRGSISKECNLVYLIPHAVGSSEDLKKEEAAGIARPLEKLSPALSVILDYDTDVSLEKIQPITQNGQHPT
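Agonism was scored from calcium flux recorded over 180 s (1 read/s) after pintool compound addition, following a 10-cycle baseline. Cells were inducible force-coupled HEK293 TREx D1, plated overnight at 30 C and loaded with no-wash calcium dye.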
TRHR agonist = TRH receptor (human) agonism; 360,000 tested, 0.18% active; P34981; TRHR cells, calcium flux fluo-8, FDSS agonist mode; activation, % at 2 µM; in the data active means activation above about 30%; further: 0% is about no effect
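In this calcium-flux screen, cells bearing human TRHR are dye-loaded with fluo-8, baselined for 10 cycles, then exposed to library compounds; positive kinetic calcium responses during the agonist phase mark hits, with TRH as control.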
D1 antag = blocks dopamine activation of the human D1 receptor; 360,000 tested, 3.2% active; AID 504652; activity change, negative = inhibition, % at 10 µM; P21728; HEK293 TREx D1 cells, calcium flux, dopamine EC80; hits give low values; in the data active means activity change below about -30%; further: on the % scale 0 is the no-effect control and ±100 the full control effect
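Allosteric or orthosteric antagonism assessed as attenuation of the calcium response to EC80 dopamine, added 180 s after compound, in induced HEK293 Trex D1 cells loaded with no-wash calcium dye.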
Apoferritin bind = binds horse apoferritin like a general anesthetic; P02791; apoferritin/1-aminoanthracene competitive binding, fluorescence; Potency, µM (series often up to 77.5 µM), without a hit: at the highest dose activity change, negative = displacement, usual class: inhibitors; 350,000 tested, 0.074% active; AID 485281; further: potency means the concentration at half of the fitted maximal effect; on the % scale 0 is the no-effect control and ±100 the full control effect; nearly all actives have a fitted effect of over 20% in size
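Apoferritin-based anesthetic binding model; compound displacement of fluorescent 1-AMA measured as endpoint fluorescence after 10 minutes at room temperature, scaled to free-ligand and complex controls.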
D1 potentiator = enhances dopamine response at the human D1 receptor; P21728; potentiation, % at 10 µM; HEK293 TREx D1 cells, calcium flux, dopamine EC20 potentiation; AID 504651; 360,000 tested, 0.036% active; in the data active means potentiation above about 30%; further: 0% is about no effect
* marks the source's active call; other numbers are inactive results; ? = inconclusive; . = no result given; & = joins results of further samples; [ ] = another dose, or the depositor's remark. Unless noted, the call rests on the fitted dose curve; in most records, active means well fitted curve in the direction sought with a large enough effect; inconclusive means small, poorly fitted or top-dose-only effect, or another doubt; inactive means no such curve, though single readings can be large; an effect the other way counts as inactive or inconclusive. Not all compounds are listed; the hit share may differ from the screen's.

RXFP1 agonist,RXFP1 antag,D2 potentiator,D1 potentiator,TRHR agonist,Apoferritin bind,TRHR PAM,D1 antag,D1 ag,structure
0.9%,10,6,-2,0.0,0%,0,-11,7,O=C(Cn1c(=O)n(CCC(=O)N2CCCCC2)c(=O)c2sccc21)NCc1ccccc1
-1.8%,.,-7,0,-0.7,?,7,-8,1,CC1CCCC(C)N1C(=O)COC(=O)C(Cc1ccccc1)NC(=O)c1cccs1 (configuration not stated)
-1.0%,-23,13,-2,-0.7,-22%,2,0,1,Clc1ccccc1/C=C/C=N/Nc1nc(N2CCOCC2)nc(N2CCOCC2)n1
-1.2%,6,1,-1,-0.4,-20%,-10,-12,4,Cc1ccc(C)c(OCCn2nnc3ccccc32)c1
6.6%,-3,-9,-5,0.1,7%,5,-19,2,COC(=O)c1cc2oc3ccccc3c2n1CC(=O)Nc1ccc(N(C)C)cc1
0.8%,-5,17,-2,0.7,-4%,17,0,-1,O=C1C2CC=C(Cl)CC2C(=O)N1CCN1CCOCC1 (configuration not stated)
0.6%,3,-6,-1,0.5,6%,-1,-8,2,COCCNC(=O)C(=O)NCC1OCCN1S(=O)(=O)c1cccs1 (configuration not stated)
12%,-7,-4,4,-0.7,-18%,-1,0,-1,CCCc1nnc(NC(=O)CN2C(=O)c3ccccc3C2=O)s1
-0.1%,6,-11,1,0.8,-4%,-1,0,5,O=C(/C=C\c1ccc2c(c1)OCO2)NC1(C(=O)Nc2ccc3c(c2)OCO3)CCCCC1
2.9%,-33,.,.,0.2,-6%&7%,6,.,.,CCN(CC)CCOC(=O)C1(C2CCCCC2)CCCCC1
0.7%,1,6,2,-3.8,7%,4,-6,2,CCC(=O)N(C)CCc1cc2c(c(OC)c1/C=N/NC(=O)c1ccncc1)OCO2
-0.6%,-1,11,5,-0.1,72%[activator],-1,0,5,CCOc1ccccc1N(CC(=O)Nc1cc(OC)ccc1OC)S(=O)(=O)c1ccccc1
?,.,-2,-8,-0.1,-3%,4,-3,3,COCCn1c(SCC(=O)Nc2ccc(OC)cc2)nc2c(oc3ccccc32)c1=O
1.5%,-13,-8,3,-1.2,-14%,-2,7,2,O=C(Cc1ccccc1)Nc1cc([N+](=O)[O-])ccc1N1CCOCC1
0.9%,-1,-9,-1,-0.2,-14%,-8,-20,1,COc1cccc(-n2c(C)nnc2SCC(=O)Nc2ccccc2N2CCOCC2)c1
0.6%,.,0,-1,-0.4,-17%,0,4,2,CC[C@H]1OC(=O)C[C@@H](O)[C@H](C)[C@@H](O[C@@H]2O[C@H](C)C[C@H](N(C)C)[C@H]2O)[C@@H](CC=O)C[C@@H](C)C(=O)C=C[C@]2(C)O[C@H]2[C@@H]1C
0.3%,-6,-1,2,0.1,-2%,-2,-6,3,COC(=O)Cn1c(O)c(N=NC(=O)CNC(=O)c2ccncc2)c2ccccc21
-0.1%,-16,.,-3,-0.1,-7%,-3,-13,1,CS(=O)(=O)c1ccc(C(=O)NCc2ccccc2F)cc1
-0.6%,1,1,5,0.0,5%,-3,-15,-1,O=C(NCCN1C(=O)S/C(=C/c2ccccc2)C1=O)C1CCCN1C(=O)c1cccs1 (configuration not stated)
-2.0%,4,1,-5,-0.9,2%,-12,0,3,CCS(=O)(=O)N1CCN(c2ccc(Cl)cc2[N+](=O)[O-])CC1

Single records, from the list above. Order of values: RXFP1 agonist, RXFP1 antag, D2 potentiator, D1 potentiator, TRHR agonist, Apoferritin bind, TRHR PAM, D1 antag, D1 ag
`COC(=O)Cn1c(O)c(N=NC(=O)CNC(=O)c2ccncc2)c2ccccc21` across the screens: 0.3%, -6, -1, 2, 0.1, -2%, -2, -6, 3
`CCS(=O)(=O)N1CCN(c2ccc(Cl)cc2[N+](=O)[O-])CC1` across the screens: -2.0%, 4, 1, -5, -0.9, 2%, -12, 0, 3
`CCC(=O)N(C)CCc1cc2c(c(OC)c1/C=N/NC(=O)c1ccncc1)OCO2` across the screens: 0.7%, 1, 6, 2, -3.8, 7%, 4, -6, 2
`COCCn1c(SCC(=O)Nc2ccc(OC)cc2)nc2c(oc3ccccc32)c1=O` across the screens: ?, ., -2, -8, -0.1, -3%, 4, -3, 3
`CC[C@H]1OC(=O)C[C@@H](O)[C@H](C)[C@@H](O[C@@H]2O[C@H](C)C[C@H](N(C)C)[C@H]2O)[C@@H](CC=O)C[C@@H](C)C(=O)C=C[C@]2(C)O[C@H]2[C@@H]1C` across the screens: 0.6%, ., 0, -1, -0.4, -17%, 0, 4, 2

Additional compounds
RXFP1 agonist,RXFP1 antag,D2 potentiator,D1 potentiator,TRHR agonist,Apoferritin bind,TRHR PAM,D1 antag,D1 ag,structure
2.8%,-5,12,-6,0.0,7%,1,8,2,COc1ccc(NC(=O)CSc2nc3c([nH]c4ccccc43)c(=O)n2-c2ccccc2)c(OC)c1
-0.7%,-14,.,-4,0.9,?,1,11,2,Cc1ccc2nc(N3C(=O)C(O)=C(C(=O)c4cc5ccccc5o4)C3c3cccs3)sc2c1 (configuration not stated)
-2.4%&-3.1%,10&-10,9&-6,-2&-4,0.3&0.2,-8%&-5%,-1&6,-1&-13,2&-1,O=C1CC(=O)Nc2cc(S(=O)(=O)N3CCOc4ccccc43)ccc2N1
0.9%,7,-21,-2,0.1,-7%,8,4,-1,O=C(N/N=C1\CCCc2ccccc21)c1ccc([N+](=O)[O-])cc1
-0.6%,2,1,4,-0.4,-23%,-4,6,1,CC(=O)NC(Cc1ccc(F)c(F)c1)C(=O)NC1CCN(c2c(Cc3ccccc3)c(C)nc3ncnn23)CC1 (configuration not stated)
-0.1%,.,-13,-6,0.6,-23%,-5,-9,2,CN1C=CC(=C2C(=O)c3ccccc3C2=O)C=C1
-0.4%,-3,8,-1,-0.4,5%,-13,14,2,COc1ccccc1CN1CC(C(=O)NCc2ccc(C)c(F)c2)CCC1=O (configuration not stated)
-0.7%,-10,24,3,-0.5,-17%,-6,16,-3,CC(=O)Nc1ccc(OC(=O)c2ccco2)cc1
2.4%,-7,6,2,0.0,-10%,-2,-9,2,COc1ccc(CN2C(=O)c3ccccc3C2C(=O)NCc2cccnc2)c(OC)c1 (configuration not stated)
0.8%,-12,-3,-8,-0.6,0%,-1,-13,1,CC(=O)N/C(=C/c1ccccc1)C(=O)NC(Cc1ccccc1)C(=O)O (configuration not stated)
-1.0%,3,2,-4,0.8,1%,10,-15,1,CCN(CC)CCCNC(=O)Cn1cnc2sc(C)c(S(=O)(=O)N3CCC(C)CC3)c2c1=O
-1.5%,5,-5,-3,-1.0,2%,-2,-1,1,CC(=O)N1CCCc2cc(S(=O)(=O)N3CCCC(C(=O)Nc4cc(C)ccc4C)C3)ccc21 (configuration not stated)
1.7%,4,2,0,-0.4,-21%,1,7,2,Cn1c(SCC(=O)N2CCCC2)nc2cccnc21
1.5%,-14,-4,-2,-0.9,-11%,3,-4,2,CCOC(=O)CNC(=O)CSc1cn(CC(=O)N2CCCCCC2)c2ccccc12
1.5%,-22,5,4,-0.1,-23%,13,8,50*,CCCCCCCCNC(C)C(O)c1ccc(SC(C)C)cc1 (configuration not stated)
-1.0%,-6,10,0,-1.8,-12%,2,0,1,c1ccc2c(Nc3ccc(N4CCOCC4)cc3)nc(N3CCOCC3)nc2c1
1.2%,-11,-13,0,1.2,-24%,1,10,12,CNc1nc(Cl)c(SC)c(NCc2ccc(F)cc2)n1
-1.3%,-3,9,0,-0.1,-1%,1,-84*,-1,O=C(NCc1cccs1)C1CCN(C(=O)NCc2ccccc2)CC1
2.2%,-4,14,-2,-1.4,-2%,10,-22,7,CCCCN(CCCC)C(=O)CSc1nnc(-c2cc(OC)c(OC)c(OC)c2)o1
0.6%,-2,6,0,0.6,-9%,-9,0,1,C=CCn1c(SCC(=O)N2CCc3ccccc3C2)nc2sc(C)cc2c1=O

5 records drawn at random from those above, as already listed:
RXFP1 agonist,RXFP1 antag,D2 potentiator,D1 potentiator,TRHR agonist,Apoferritin bind,TRHR PAM,D1 antag,D1 ag,structure
0.6%,-2,6,0,0.6,-9%,-9,0,1,C=CCn1c(SCC(=O)N2CCc3ccccc3C2)nc2sc(C)cc2c1=O
1.2%,-11,-13,0,1.2,-24%,1,10,12,CNc1nc(Cl)c(SC)c(NCc2ccc(F)cc2)n1
-1.0%,3,2,-4,0.8,1%,10,-15,1,CCN(CC)CCCNC(=O)Cn1cnc2sc(C)c(S(=O)(=O)N3CCC(C)CC3)c2c1=O
1.7%,4,2,0,-0.4,-21%,1,7,2,Cn1c(SCC(=O)N2CCCC2)nc2cccnc21
1.5%,-22,5,4,-0.1,-23%,13,8,50*,CCCCCCCCNC(C)C(O)c1ccc(SC(C)C)cc1 (configuration not stated)

The list goes on.
RXFP1 agonist,RXFP1 antag,D2 potentiator,D1 potentiator,TRHR agonist,Apoferritin bind,TRHR PAM,D1 antag,D1 ag,structure
-0.5%,4,4,2,-0.1,-1%,-23,-3,6,O=C(O)c1ccc(S(=O)(=O)NCC2CCCO2)cc1 (configuration not stated)
2.5%,-6,-6,6,0.1,-5%,-3,4,2,O=c1ncn(-c2ccccc2F)c2ncccc12
0.4%,7,4,-2,0.7,-7%,0,19,3,COc1ccc(N2CC(C(=O)Nc3nnc(SCC(=O)NC(C)(C)C)s3)CC2=O)cc1 (configuration not stated)
3.8%,2,4,-12,0.7,-8%,5,0,0,CC(C)CCNC(=O)CCc1nnc2n(CCCOC(C)C)c(=O)c3ccccc3n12
